APP transl inh: APP translation inhibition | SH-SY5Y APP 5'UTR-luciferase reporter, luminescence | 190,000 compounds, 0.82% hits | inhibition, % at 2 µM | AID 1285;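 active means inhibition above a set limit, derived from the sample mean plus 3 SD, cut at about 45% in these data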; further: values of inactives mirror those of a sister screen read the other way
FLuc act counter: affects firefly luciferase, flagging false hits in luciferase stimulation screens; P08659; ATPlite luciferase biochemical, luminescence, 10 min; 0 = ATP-free wells, 1 = DMSO control; activation factor at 10 µM; 200,000 tested, under 10 active;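 active means luciferase activation factor, scaled between plate controls, of at least 2 with compound at 10 µM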
Target sequence (P08659 whole entry, looked up): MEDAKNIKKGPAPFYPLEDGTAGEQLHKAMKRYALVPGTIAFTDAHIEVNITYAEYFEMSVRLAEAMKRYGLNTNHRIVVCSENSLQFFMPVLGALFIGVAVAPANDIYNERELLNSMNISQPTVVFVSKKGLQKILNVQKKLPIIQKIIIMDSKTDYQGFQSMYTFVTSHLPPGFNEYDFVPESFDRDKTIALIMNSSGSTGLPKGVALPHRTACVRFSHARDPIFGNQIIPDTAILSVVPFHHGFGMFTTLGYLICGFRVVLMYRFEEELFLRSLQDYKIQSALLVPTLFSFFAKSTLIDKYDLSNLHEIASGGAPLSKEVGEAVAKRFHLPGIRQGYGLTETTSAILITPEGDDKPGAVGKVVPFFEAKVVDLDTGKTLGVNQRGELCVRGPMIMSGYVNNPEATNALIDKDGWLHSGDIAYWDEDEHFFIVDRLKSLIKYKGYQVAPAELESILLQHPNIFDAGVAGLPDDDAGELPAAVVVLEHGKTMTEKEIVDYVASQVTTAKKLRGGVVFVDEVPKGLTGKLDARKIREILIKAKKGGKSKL
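System: cell-free luciferase reagent; medium: PBS as buffer for the ATP substrate; doses: test compounds dosed from 2 mM stocks in 100% DMSO; incubation: 10 min, room temperature; measured by: luminescence from luciferase reaction; read-out: luciferase activation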
FLuc inhib CS: counter-screen for luciferase assay inhibitors: firefly luciferase inhibition; P08659; ATPLite firefly luciferase biochemical luminescence, 10 min; inhibition, % at 10 µM; 200,000 compounds, 1.5% hits; AID 1006;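 active means inhibition above about 50% when tested at 10 µM, limit read from the data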
APP 5'UTR act: activates APP 5'UTR luciferase reporter; SH-SY5Y APP 5'UTR luciferase reporter, luminescence; zero percent = DMSO vehicle wells; 190,000 compounds, 1% hits; activation, % at 2 µM; AID 1276;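 active means activation above a set limit, based on mean plus 3 SD of controls, cut at about 140% in these data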; further: values of inactives mirror those of a sister screen read the other way
G6PDH CS: inhibits Leuconostoc G6PDH, flagging false hits in G6PDH-based assays | inhibition, % at 5 µM | Purified L. mesenteroides G6PDH, diaphorase/resazurin coupled fluorescence, 45 min | 200,000 compounds, 0.12% hits; in the data active means inhibition above about 50%
STAT1 act: increases IFN-gamma driven STAT1 reporter signal. AID 932. activation (% of control), % at 5.5 µM. 200,000 compounds, 2.6% hits. NIH 3T3 STAT1-luciferase reporter, luminescence; 100% = IFN-gamma alone, no compound;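 active means activation above the screen-wide mean activation plus 3 SD, cut at about 130% in these data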;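 further: raw ratio to IFN-gamma control signal so 100% means no change and 0% no light; values of inactives mirror those of a sister screen read the other way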
HMGR II inh: blocks class II HMG-CoA reductase of Enterococcus faecalis; purified E. faecalis HMGR, NADPH absorbance 340 nm kinetic; inhibition, % at 10 µM; 190,000 compounds, 0.41% hits;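 active means inhibition above a set limit, the median over all tested compounds plus 3 SD, cut at about 9.5% in these data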;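 further: enzyme runs in reverse so mevalonate oxidation gives rising NADPH absorbance; 0% = complete reaction with DMSO and 100% = background rate lacking mevalonate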
Redox H2O2 prof: compounds producing H2O2 with reducing agent – biochemical, NIH compound library profiling, artefact control for MLSCN library redox annotation, primary screen; DTT-dependent redox cycling H2O2, phenol red/HRP absorbance; 100% = 100 µM peroxide control, 0% = buffer; AID 878; 200,000 compounds, 0.03% hits; activation, % at 10 µM;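 active means activation of at least 50% relative to the plate's high and low controls in the primary single-dose screen; inactive means activation below 50%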;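 further: compound incubated with DTT at 0.8 mM final as the reducing agent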
NF-kB neuron act: compounds increasing NF-kB expression in human neuronal cells; 190,000 compounds, 1.6% hits; NF-kB reporter expression; stronger effect = higher value; fold change at 12.5 µM; in the data active means fold change above about 3.3
Hsp70 activator: Hsp70 transcriptional activation, primary screen. HeLa Hsp70 promoter luciferase reporter, luminescence; scaled: vehicle 0, proteasome-inhibitor control 100%. activation, % at 10 µM. 200,000 compounds, 0.04% hits. AID 1203;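 active means activation above the mean across all tested compounds plus 3 SD, cutoff set per campaign, cut at about 5.5% in these data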;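 further: 100% = MG132 at 30 µM as the positive control and 0% = DMSO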
* marks the source's active call; other numbers are inactive results; nt = no result given.

smiles,APP 5'UTR act,G6PDH CS,HMGR II inh,STAT1 act,FLuc inhib CS,APP transl inh,FLuc act counter,Hsp70 activator,NF-kB neuron act,Redox H2O2 prof
COc1ccc2oc(C(=O)CCC(=O)O)c(N)c2c1,nt,-3,1,97,-4,nt,1,-0.1,1.2,-1.3
CCC1(C)Cc2c(sc3nnn(CC(=O)Nc4ccc(C)cc4)c(=O)c23)CO1 (stereo unspecified),5,1,4,88,-5,-5,1,0.0,0.93,-4.3
NNC(=O)CCN1CCN(Cc2ccccc2)CC1,17,14,-2,101,3,-18,1,-0.2,1.1,0.0
COc1ccc(NC(=O)CC2C(=O)N(c3ccc(Cl)cc3)C(=S)N2CCc2ccccn2)cc1 (stereo unspecified),42,-2,-3,100,-1,-42,1,0.0,0.87,0.1
CCCSc1nc2[nH]ncc2c(=O)[nH]1,15,3,2,93,-3,-15,1,-0.3,1,-0.3
O=C1CSc2ccc(C(=O)N3CCN(c4ccccn4)CC3)cc2N1,0,-2,-3,96,-3,0,1,-0.3,0.95,-1.7
COCCCn1cnc2c(c1=O)c1nc3ccccc3nc1n2CCc1ccccc1,7,0,-8,96,-5,-7,1.1,-0.5,0.56,1.6
O=C1OC(/C=C/c2ccccc2)=NC/1=C\c1cccnc1,21,3,-6,105,-4,-21,1,-0.1,1.3,-0.5
CCOC(=O)c1c(C(=O)OCC)c(C)n(CCc2ccccc2)c1C,5,9,3,103,-8,-5,1.1,-0.5,1.1,1.0
CNC(=O)COC(=O)Cc1ccc(Cl)cc1,-7,8,-4,97,0,7,1,0.0,1.2,-2.2
Brc1cccc(OCCn2ccnc2)c1,nt,2,4,98,-1,nt,1,-0.4,1.1,0.3
OCC1CCCN(Cc2ccc(-c3ccccc3)cc2)C1 (stereo unspecified),-3,4,1,103,-8,3,1.1,0.0,1.7,0.0
Nc1n[nH]c(N)c1N=Nc1ccc(Cl)cc1,30,4,-6,111,2,-30,1,-0.2,1.4,0.7
Nc1nc(-n2cnnc2)nn1-c1ccccc1,-7,-5,-1,107,-1,7,1,4.3,0.96,0.1
Cc1cccc(C2CC(c3ccccc3)Nc3ncnn32)c1 (stereo unspecified),5,8,1,nt,-12,-5,1.1,nt,1.7,-2.3
COc1ccc(NC(=O)c2ccco2)cc1NC(=O)c1cccs1,9,-2,-3,104,1,-9,1,-0.1,1.3,-6.8
COc1ccccc1C(=O)n1nc(-c2ccco2)nc1SC,7,-5,-1,94,1,-7,1,-0.3,0.93,-0.2
CC(C)CNC(=S)N1CCN(c2nc3ccccc3s2)CC1,15,16,2,95,-4,-15,1,-0.1,1,-0.7
Cn1c(Cc2ccccc2)nnc1SCC(=O)N1CCOCC1,-2,-4,0,97,-1,2,1,-0.4,1.1,2.3
CC(C)CC(NC(=O)C1CCCN1C(=O)OC(C)(C)C)C(=O)NCC(N)=O (stereo unspecified),15,2,-3,104,-5,-15,1.1,-0.4,1.1,2.2

Reformatted with values under each structure: part of the list above.
Values run as follows: APP 5'UTR act, G6PDH CS, HMGR II inh, STAT1 act, FLuc inhib CS, APP transl inh, FLuc act counter, Hsp70 activator, NF-kB neuron act, Redox H2O2 prof
- Nc1nc(-n2cnnc2)nn1-c1ccccc1
  -7, -5, -1, 107, -1, 7, 1, 4.3, 0.96, 0.1
- Cc1cccc(C2CC(c3ccccc3)Nc3ncnn32)c1 (stereo unspecified)
  5, 8, 1, nt, -12, -5, 1.1, nt, 1.7, -2.3

(further entries)
smiles,APP 5'UTR act,G6PDH CS,HMGR II inh,STAT1 act,FLuc inhib CS,APP transl inh,FLuc act counter,Hsp70 activator,NF-kB neuron act,Redox H2O2 prof
CCOC(=O)Nc1nc(C)c(C(=O)c2ccc(Cl)cc2)s1,-3,8,-8,97,-4,3,1,-0.4,0.91,0.1
O=C1C2CCCN2C(c2ccccc2)N1c1cccc(Cl)c1 (stereo unspecified),1,-4,2,100,-9,-1,1.1,0.1,1,-1.2
Cc1ccc(-c2nc(C=Nc3ccc(O)cc3)c(O)o2)cc1,-67,-8,-3,108,20,66*,0.8,0.1,2.3,-0.6
CNCC(O)COc1cccc(OC)c1 (stereo unspecified),-23,-3,-4,94,-4,23,1,-0.3,1.1,0.0
C=CCOC(=O)/C(=C\c1ccc(OC)cc1)NC(=O)c1ccco1,-9,11,-1,93,-1,9,1,-0.1,1.1,-4.1
COc1nccc(-c2ccc(F)cc2)c1C#N,0,4,-2,104,0,0,1,-0.2,1,-0.4
CC(=O)c1ccc(N2CCN(C(=S)NCc3ccco3)CC2)cc1,15,-1,-11,85,-6,-15,1.1,-0.2,0.77,-0.7
CC(=O)NS(=O)(=O)c1ccc(NC(=O)c2ccccc2F)cc1,2,10,0,105,1,-2,1,0.7,1.1,-4.0
CC(=O)Nc1cc(Cl)c(N=Cc2ccc(O)cc2O)cc1Cl,4,8,-4,100,-6,-4,1.1,-0.3,1.2,0.1
CCOC(=O)c1ccc(N2C(=O)CC(NC3CCN(C(=O)c4cccc(Cl)c4)CC3)C2=O)cc1 (stereo unspecified),-8,-16,-1,100,0,8,1,-0.4,1.1,0.7
COc1ccc(Nc2ccc(N3C(=O)CCCC3=O)cc2[N+](=O)[O-])c(OC)c1,-6,14,-1,97,-6,6,1.1,0.3,1,0.0
c1ccc(Nc2nc3ccccc3[nH]2)nc1,85,7,1,114,14,-85,0.9,0.1,2.6,2.9
COc1ccc(-c2cc(CNC(=O)CN3CCN(C)CC3)on2)cc1,9,2,-1,79,-2,-9,1,-0.1,1,-3.4
C=CCOc1nc2c(c(=O)n(C)c(=O)n2C)n1Cc1ccc(Cl)cc1,21,-1,-5,100,-10,-21,1.1,-0.4,0.72,0.5
CC(C)CCNc1nc2c(c(=O)[nH]c(=O)n2C)n1CC(O)COC(C)C (stereo unspecified),5,-7,-1,98,-5,-5,1,-0.1,0.9,-2.6
CCC(C(=O)c1ccc(O)cc1)c1ccccc1 (stereo unspecified),15,-2,1,100,-4,-15,1,-0.5,0.84,-0.1
Cc1nn(-c2ccc3nnc(Br)n3n2)c(C)c1Br,12,-1,-6,99,-8,-12,1.1,-0.1,1.3,0.9
Cc1ccc(/C=C2/NC(=O)N(Cc3ccccc3F)C2=O)o1,-1,-5,2,99,0,1,1,-0.5,1.1,0.5
Cc1ccc(OCC(=O)Nc2ccc(N3CCN(C(=O)c4ccc(C)cc4)CC3)cc2)cc1,-11,6,3,86,-6,11,1.1,-0.3,1.1,0.0
CC(C)(C)SCCNC(=O)CN(c1ccccc1)S(=O)(=O)c1ccccc1,1,1,5,100,-5,-2,1,-0.3,1,-0.8

Other records follow.
smiles,APP 5'UTR act,G6PDH CS,HMGR II inh,STAT1 act,FLuc inhib CS,APP transl inh,FLuc act counter,Hsp70 activator,NF-kB neuron act,Redox H2O2 prof
CC(C)=CC(=O)Nc1nnc(C)s1,52,2,-5,110,3,-52,1,1.0,1.3,0.4
CC(=O)NC1=NN(C(C)=O)C2(S1)C(=O)N(C(C)C)c1ccc(C)cc12 (stereo unspecified),19,-5,1,102,-4,-20,1,0.3,0.84,-4.2
COc1ccc(CC(NC(C)=O)C(=O)NC2CCN(c3c4c(nc5ncnn35)CCC4)CC2)cc1 (stereo unspecified),1,9,1,97,-6,-1,1.1,-0.4,1.1,-0.7
Cc1cccc(N(C(=O)Cn2nnc3ccccc32)C(C(=O)NCc2ccco2)c2ccncc2)c1C (stereo unspecified),-20,6,-6,95,-7,35,1.1,-0.2,0.87,-0.7
COC(=O)c1ccc(C(=S)N2CCCCC2)cc1,-4,-2,0,100,-6,4,1.1,-0.4,1.1,-0.4
N#Cc1ccc(-c2ccc(F)cc2)nc1Oc1ccccc1,3,2,-1,90,-3,-3,1,0.0,1.1,1.8
COc1ccc(-c2oc3ccccc3c(=O)c2OCC(=O)O)cc1,13,1,2,100,-2,-13,1,0.1,1.1,0.5
CCN(CC)S(=O)(=O)c1cccc(NC(=O)CN2C(=O)c3ccc([N+](=O)[O-])cc3C2=O)c1,-9,-6,-3,88,-11,8,1.1,-0.4,1.1,0.5
Cc1ccc(NC(=O)CNS(=O)(=O)c2cccs2)cc1F,-3,1,1,97,4,2,1,-0.3,1.1,0.0
CC1=CC(C)(C)NC(=S)N1c1ccc(C)cc1C,0,10,-4,96,-7,0,1.1,0.0,0.85,-0.2
N#Cc1c(-c2ccccc2)cc(C2CC2)nc1SCC(=O)c1cccs1,12,0,-7,97,-6,-12,1.1,-0.1,0.92,3.5
CC(C)(c1ccccc1)c1ccc(OCCn2cnc3ccccc3c2=O)cc1,-14,4,2,106,-1,14,1,0.1,1,0.1
CCN(Cc1ccccc1)S(=O)(=O)c1ccc2c(c1)NC(=O)CC(=O)N2,12,12,5,84,1,-12,1,-0.2,1,-1.0
CCN1C(C)=C(C)S/C1=C1\SC(=S)N(N)C1=O,-10,22,0,96,-6,10,1.1,0.1,1.1,-0.6
CCOc1ccc2c(c1)C(C)=CC(C)(C)N2S(=O)(=O)c1ccc(C)cc1,-95,-1,-7,96,-2,95*,1,0.0,2.9,-0.5
Cc1cc(OCc2cc3c(cc2Cl)OCO3)c2c(C)cc(=O)oc2c1,-8,-36,-3,101,-3,8,1,-0.3,0.94,0.5
O=C(Nc1cccc(-n2cnnn2)c1)c1ccco1,4,2,-2,104,-4,-4,1,-0.2,1.1,0.1
Cc1ccc(OCCSc2nnc(NC(=O)c3ccco3)s2)cc1,13,-15,0,103,-3,-13,1,0.0,1,0.4
Cc1noc(C)c1S(=O)(=O)N1CCN(c2ccccc2)CC1,-4,7,-1,102,5,4,1,0.0,1,-2.7

High-throughput results from PubChem BioAssay.
